ERG-DNA inh: blocks human ERG Ets domain binding to DNA; 0.028% of 370,000 active; AID 624246; P11308; Potency, µM (titrated, usually from 76.9 µM), without a hit: at the highest dose FP activity, negative = inhibition, actives largely listed as inhibitors; fluorescence polarization, His-ERG Ets domain / labelled DNA; active means well fitted inhibition curve with a large enough effect in the polarisation, with a control signal flat; inconclusive means small, poorly fitted or top-dose-only effect, or effect the other way, or a change in a side signal; inactive means no such curve, though single readings can be large or run the other way; the % refers to the polarisation;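 further: polarization taken with two DNA probes labelled with fluorescein and Texas red; potency means the concentration at half of the fitted maximal effect; % of control where 0% means no effect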
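His-tagged ERG Ets domain (1 uM in the protein solution; 300mM KCl, 50mM Tris-HCl, 1mM EDTA, 1mM DTT, pH 7.5) received compound, then a probe mix of 5 nM fluorescein-DNA and 100nM Texas-615-DNA. Fluorescence polarization was read for both dyes.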
D2 antag: antagonists of human D2 dopamine receptor | HEK293 TREx D2 cells, calcium flux, dopamine EC80 | 2% of 340,000 active | inhibition, % at 10 µM | AID 485344 | P14416; in the data active means inhibition above about 30%; further: 0% is about no effect
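Dopamine at EC80 is the agonist stimulus; test compounds precede it by 180 s. Calcium flux read kinetically in a force-coupled, inducible HEK293 T-REx D2 cell line.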
GRP78 ERSR act: inducers of ER stress response in human glioma cells; U87-MG GRP78 promoter luciferase reporter, 16 h; 0.02% of 420,000 active; Potency, µM, without a hit: top-dose activation, actives largely listed as activators; further: potency means the concentration at half of the fitted maximal effect; series mostly up to about 76 µM; % of control where 0% means no effect; nearly all actives have a fitted effect of over 35% in size
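Stably transfected U87-MG human glioma cells carrying a GRP78-based luminescent sensor were seeded at 1000 cells/well, pin-dosed with compounds and incubated 16 h. Luciferase reagent was then added, and end-point luminescence was read after 10 min at room temperature.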
Vif-APOBEC3F blk: Vif-A3F binding inhibition; 0.2% of 390,000 active; HeLa A3F-eYFP + Vif (tagged APOBEC3F with the HIV-1 protein that degrades it), YFP fluorescence increase; AID 602313; Potency, µM (highest dose often 46.1 µM), without a hit: at the highest dose activity, negative = active; further: potency means the concentration at half of the fitted maximal effect; % of control where 0% means no effect; nearly all actives have a fitted effect of over 65% in size
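HeLa cells stably expressing A3F-eYFP plus Vif, plated and incubated overnight at 37 deg C, then exposed to compounds overnight at 37 deg C. Blocked degradation read as raised yellow fluorescence (Ex 488/Em 500-530).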
LDHA block: blocks human lactate dehydrogenase A; P00338; purified LDHA, NADH/diaphorase-resazurin fluorescence; hits give low values; activity change, % (values are at about 110 or 230 µM); 0.15% of 480,000 active; AID 1347041; in the data active means activity change below about -30%; inconclusive means mostly about -25% to -30%;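 further: plate controls were DMSO wells for no effect and wells without enzyme for full effect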
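LDH5 2 nM; NADH 0.06 mM, pyruvate 0.2 mM; 200 mM Tris pH 7.4, EDTA, Tween-20; 5 min RT. Detection: diaphorase 0.133 mg/mL + resazurin 37 µM, fluorescence ex540/em590 at 0 and 20 min; normalized to enzyme-free and DMSO wells.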
ALOX12 inh: ALOX12 (human) lipoxygenase inhibition | purified 12hLO, xylenol orange hydroperoxide absorbance | Potency, µM (series often up to 108 µM), for the others: at the top dose activity change, negative = inhibition, most hits filed as inhibitors | 1.1% of 580,000 active; further: potency means the concentration at half of the fitted maximal effect; on the % scale 0 is the no-effect control and ±100 the full control effect
Target sequence (P18054 whole entry, looked up): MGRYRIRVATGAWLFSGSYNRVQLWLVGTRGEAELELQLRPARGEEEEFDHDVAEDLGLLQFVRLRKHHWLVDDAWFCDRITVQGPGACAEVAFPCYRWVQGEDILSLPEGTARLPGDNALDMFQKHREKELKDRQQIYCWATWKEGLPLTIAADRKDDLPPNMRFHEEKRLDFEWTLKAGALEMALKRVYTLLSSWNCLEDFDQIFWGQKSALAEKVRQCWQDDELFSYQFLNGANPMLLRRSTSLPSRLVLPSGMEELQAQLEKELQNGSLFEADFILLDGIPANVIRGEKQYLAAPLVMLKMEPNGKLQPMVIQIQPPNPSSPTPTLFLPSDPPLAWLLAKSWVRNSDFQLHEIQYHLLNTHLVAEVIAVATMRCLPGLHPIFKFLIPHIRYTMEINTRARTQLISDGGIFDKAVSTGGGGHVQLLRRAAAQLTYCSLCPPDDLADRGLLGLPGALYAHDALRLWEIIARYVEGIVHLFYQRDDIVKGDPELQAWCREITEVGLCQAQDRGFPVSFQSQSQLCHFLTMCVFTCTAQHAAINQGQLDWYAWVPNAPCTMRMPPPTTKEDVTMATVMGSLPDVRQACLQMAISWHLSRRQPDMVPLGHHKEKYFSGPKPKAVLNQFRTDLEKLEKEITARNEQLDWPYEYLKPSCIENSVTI
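Hydroperoxide product was detected by ferrous iron/xylenol orange as the 573 to 405 nm absorbance ratio. Arachidonic acid at 40 uM (final) was turned over for 30 min at room temperature by 150 nM human 12hLO, pH 7.0 Hepes buffer, after 15 min compound preincubation.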
D2 ag: agonists of human D2 dopamine receptor; AID 485358; 0.53% of 340,000 active; P14416; activation, % at 2 µM; HEK293 T-REx D2 cells, calcium flux agonist mode;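 active means activation over 3 SD above normal in the single-dose calcium agonist read, cut at about 30% in these data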; further: 0% is about no effect
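Agonism is scored from calcium flux in a force-coupled, inducible HEK293 cell line expressing D2, read kinetically for 180 s after compound addition against dopamine controls.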
Vif-APOBEC3G blk: inhibitors of Vif-APOBEC3G interaction. HeLa A3G-eYFP + Vif (tagged APOBEC3G with the HIV-1 protein that degrades it), YFP fluorescence, overnight. 0.076% of 410,000 active. Potency, µM (top dose mostly 46.1 µM), inactives show top-dose activity, negative = active, most hits filed as inhibitors;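 further: potency means the concentration at half of the fitted maximal effect; on the % scale 0 is the no-effect control and ±100 the full control effect; nearly all actives have a fitted effect of over 60% in size; hits raise eYFP signal because A3G escapes Vif-driven loss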
Target sequence (Q9HC16 whole entry, looked up): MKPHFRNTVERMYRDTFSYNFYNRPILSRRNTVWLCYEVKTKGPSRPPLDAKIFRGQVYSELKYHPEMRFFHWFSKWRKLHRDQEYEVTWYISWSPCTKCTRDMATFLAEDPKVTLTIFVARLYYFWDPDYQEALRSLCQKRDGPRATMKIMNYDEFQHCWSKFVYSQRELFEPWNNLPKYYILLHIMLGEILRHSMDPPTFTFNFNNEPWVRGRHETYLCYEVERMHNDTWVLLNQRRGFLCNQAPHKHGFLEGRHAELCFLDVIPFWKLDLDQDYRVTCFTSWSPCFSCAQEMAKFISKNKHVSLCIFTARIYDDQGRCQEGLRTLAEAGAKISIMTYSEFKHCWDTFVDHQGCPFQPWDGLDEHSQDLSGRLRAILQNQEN
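Read-out is eYFP fluorescence (Ex 488/Em 500-530) from Vif-expressing HeLa A3G-eYFP cells; more signal means A3G escaped Vif-mediated degradation. Cells plated overnight, compound pinned in, incubated overnight at 37 deg C.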
RGS4 inh: inhibitors of human regulator of G protein signaling 4; P49798; Transcreener GDP fluorescence polarization, RGS4-accelerated GTP hydrolysis; Potency, µM (highest dose often 114 µM), for inactives: at the top dose activity change, negative = inhibition, actives largely listed as inhibitors; 0.039% of 390,000 active; further: potency means the concentration at half of the fitted maximal effect; on the % scale 0 is the no-effect control and ±100 the full control effect; nearly all actives have a fitted effect of over 75% in size; some results filed as inactive show a strong effect at the top dose
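MLSMR compounds (23 nl, pin-transferred) preincubated 10 min at room temperature with a 500nM (2x) first reagent, then RGS4 at 900nM (2x) plus Transcreener GDP mix added; fluorescence polarization (620/688 nm) read before and after 90 min at 30 °C.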
* marks the source's active call; other numbers are inactive results; ? = inconclusive; · = no result given; & = joins results of further samples; [ ] = another dose, or the depositor's remark. Unless noted, the call rests on the fitted dose curve; in most records, active means well fitted curve in the direction sought with a large enough effect; inconclusive means small, poorly fitted or top-dose-only effect, or another doubt; inactive means no such curve, though single readings can be large; an effect the other way counts as inactive or inconclusive.

SMILES | ERG-DNA inh | D2 antag | GRP78 ERSR act | Vif-APOBEC3F blk | LDHA block | ALOX12 inh | D2 ag | Vif-APOBEC3G blk | RGS4 inh
Cc1cc(C)nc(NC(=O)Cc2ccc([N+](=O)[O-])cc2)c1 | -5% | 3 | 0% | -4% | -6 | -22% | -0.2 | 0% | -9%
Cc1cc(NC(=O)c2cc(-c3ccc(Cl)cc3)on2)nn1Cc1ccc(Cl)cc1 | 0% | · | -4% | -5% | -5 | 1% | -0.1 | 4% | 17%
CCOC(=O)N1CCN(S(=O)(=O)/C=C/c2ccccc2)CC1 | 16% | 4 | -3% | -1% | 0 | -25% | -0.4 | -5% | -17%
COc1ccc(N2CCN(c3ccc4nnc(CCC(=O)Nc5ccc(C)cc5)n4n3)CC2)cc1 | -18% | 34* | -5% | -5% | -2 | -1% | -0.5 | 2% | -18%
Nc1cc(Oc2cccnc2)cc([N+](=O)[O-])c1 | 13% | 4 | -6% | 2% | 3 | -8% | -0.4 | 0% | 10%
COc1ccc(OC)c(S(=O)(=O)NC(N)=NCCc2ccccc2)c1 | 1% | 0 | -3% | 0% | -8 | 2% | 0.8 | 3% | 5%
Cn1c(SCC(=O)N2CCCC2)nc2cccnc21 | -10%[15.4 µM] | 0 | -5% | 0% | 1 | -11% | 0.2 | 0% | -13%
O=C1c2ccccc2C(=O)c2c1cccc2N1CCN(Cc2ccccc2)CC1 | -7% | -18 | 0% | 0% | 1 | · | -2.3 | -3% | -13%
O=C(OCC(=O)c1c[nH]c2ccccc12)c1ccco1 | -2% | 6 | 0% | -10% | -5 | -6% | 0.0 | 2% | -1%
COc1ccc(NC(=O)c2cnc3sccn3c2=O)cc1 | 0% | 0 | -4% | -13% | -7 | -4% | -0.4 | 2% | -13%
Fc1ccc(Oc2nc(-c3ccccn3)nc3ccccc23)cc1 | -17% | -2 | -1% | ? | 2&-10 | ? | -1.8 | -11% | -22%
COc1cccc(NC(=O)CSc2nc3ncc(Br)cc3[nH]2)c1 | 8% | -10 | 4% | -16% | -3 | 6% | 0.5 | 1% | -3%[56.9 µM]
CC(=O)Nc1ccc(NCc2ccc(C)s2)cc1 | -1% | -24 | 1% | -4% | -4 | 4% | 0.4 | -1% | -8%
COc1ccccc1C1/C(=C(/O)c2ccc(C)cc2)C(=O)C(=O)N1CC(C)O (centres undefined) | 2% | · | -2% | 3% | -2 | ? | · | 0% | -12%
O=C1CC(N2CCN(C/C=C/c3ccccc3)CC2)C(=O)N1Cc1cccs1 (centres undefined) | 3% | 23 | -1% | 2% | 0 | 0% | 2.1 | -6% | -3%
CCN(CC)c1ccc(C(=O)NNC(=O)CN2C(=O)NC(C)(c3ccccc3)C2=O)cc1 (centres undefined) | 3% | -28 | 0% | 2% | -1 | -5% | 0.2 | -10% | -39%
N#CCCN(C(=O)COC(=O)c1cccc(S(=O)(=O)N2CCCC2)c1)c1ccc(F)cc1 | 0% | -4 | -5% | -3% | -2 | -1% | 0.6 | -1% | -2%
CC[C@]12c3[nH]c4cc(CCC(=O)N(C)C)ccc4c3CCN1C(=O)[C@@H](CC(=O)NCCCOC)C[C@@H]2C(=O)N1CCN(C(=O)c2ccco2)CC1 | -4% | · | -1% | 0% | -9 | -4% | · | 1% | 11%
COc1ccc(CNC(=O)CNC(=O)c2ccc(Br)o2)cc1OC | 2% | · | -3% | 1% | -8 | 0% | · | 0% | 9%
O=c1ccc2c(-c3ccccc3)c3ccc(O)cc3oc-2c1 | 65%[activator] | -4 | 2% | 4% | 14 | ? | 1.5 | 9% | -38%
CCCC(=O)Nc1cc(-c2nc3ncccc3o2)ccc1C | 6% | -10 | -1% | 2% | -11 | 3% | 1.1 | 0% | 8%
C/C(=N\NC(=O)c1ccc(CN2CCc3ccccc3C2)cc1)c1ccccc1O | 3% | 6 | -4% | 0% | -2 | 31%[activator] | 3.5 | 1% | -6%
CCOc1ccc(C(C(=O)NC2CCCC2)N(Cc2ccccc2)C(=O)c2nsc(Cl)c2Cl)cc1 (centres undefined) | 1% | -8 | -6% | 1% | -4 | -11% | -0.8 | -2% | -17%
Fc1ccc(-c2nc3c4ccccc4ccn3c2Cc2cccc(Cl)c2)cc1 | · | · | 1% | · | 1 | 12% | · | ? | ·
Cc1[nH]c(=O)[nH]c(=O)c1/C=N/NC(=O)[C@H](C)N | ? | -19 | 0% | 3% | 0 | 0% | 0.2 | 2% | -13%
COc1ccc(NC(=O)N(C)C[C@H]2Oc3c(NC(=O)C4CC4)cccc3C(=O)N([C@H](C)CO)C[C@@H]2C)cc1 | 4% | · | -6% | 3% | 0 | -3% | · | 1% | -15%
COc1ccc(N2C(=O)CCC(C(=O)N(C)C3CCCCC3)C2c2ccc(OC)c(OC)c2)cc1 (centres undefined) | 1% | -7 | -7% | -8% | 6 | 0% | -0.9 | -5% | -6%[56.9 µM]
CCCCCCCc1nc2nc(C)c(Br)c(=O)n2[nH]1 | 11% | -25 | 2% | 0% | -4 | -7% | -0.8 | -1% | -37%[56.9 µM]
C=CC(=O)N1C/C(=C/c2ccc(F)cc2)C(=O)/C(=C\c2ccc(F)cc2)C1 | · | · | -12% | ? | -6 | 7.9µM* | · | ? | ?
O=C(CCC(=O)c1ccccc1)Nc1ccc(C(=O)O)cc1 | -7% | -1 | 0% | -2% | -8 | -6% | -1.4 | 1% | -1%
CC(C)(C)OC(=O)NOCC(=O)N(Cc1ccccc1)CC(O)COc1ccccc1 (centres undefined) | -4% | 0 | -6% | 3% | 6 | -5% | 0.0 | -5% | 18%
CCOC(=O)Cn1c(CN2CCN(C(=O)c3ccco3)CC2)nc2c1c(=O)n(C)c(=O)n2C | -8% | 7 | 0% | 2% | -1 | -1% | 0.1 | 6% | -14%
O=C(NC1CCCCCC1)c1ccc(CS(=O)c2cccc(Cl)c2)o1 (centres undefined) | 2% | · | -1% | -2% | -9 | -24% | -0.7 | 7% | 21%
Cc1ccccc1CCN(C(=O)Cn1nnc2ccccc21)C(C(=O)NCC1CCCO1)c1nc2ccccc2n1C (centres undefined) | -8% | · | -2% | -17% | -9 | -16% | · | 0% | -27%
CCN(C(=O)CSc1nc2nc(C)cc(C)n2n1)C1CCS(=O)(=O)C1 (centres undefined) | -7% | 20 | -1% | -3% | -9 | 1% | 0.3 | 1% | 28%
CCOC(=O)C(NC(=O)CC)C(O)c1cccc([N+](=O)[O-])c1 (centres undefined) | · | -15 | -3% | -15% | 0 | 2%[57.4 µM] | -2.7 | -1% | -15%
COc1ccc(C(=O)C(C)OC(=O)CNC(=O)C2CCCCC2)cc1 (centres undefined) | 8% | · | -3%&-3% | 3% | -7&-1 | 0% | · | 0%&0% | 10%&10%
CN(CC(=O)NC(=O)NC1CCCCC1)CC(=O)Nc1ccc(Cl)cc1 | ? | -27 | -4% | 2% | -3&10 | -1%&-5% | 0.3 | 3% | -19%
COc1ccc2cc(C(c3nnnn3C3CCCC3)N3CCc4ccccc4C3)c(=O)[nH]c2c1 (centres undefined) | 0% | -14 | 0% | 7% | -5 | ? | -0.6 | -2% | -3%
CC1CC(=O)Nc2ccccc2N1S(=O)(=O)c1ccc(Br)cc1 (centres undefined) | 8% | -20 | -1% | 1% | -7 | 10% | 0.6 | 0% | 28%
CCN(CC(=O)Nc1ccc(NC(C)=O)cc1)C(=O)c1cc2c(s1)CCCC2 | -2% | 7 | -7% | 1% | -1 | 9% | -0.1 | 0% | 0%
CCOc1ccc(NC(=O)Cn2c(=O)oc3cc(S(=O)(=O)NC4CCCC4)ccc32)cc1 | -1% | · | -2% | 2% | -4 | -11% | -0.3 | -4% | -4%

Part of the list above, in markdown.
| SMILES | ERG-DNA inh | D2 antag | GRP78 ERSR act | Vif-APOBEC3F blk | LDHA block | ALOX12 inh | D2 ag | Vif-APOBEC3G blk | RGS4 inh |
| --- | --- | --- | --- | --- | --- | --- | --- | --- | --- |
| CC(C)(C)OC(=O)NOCC(=O)N(Cc1ccccc1)CC(O)COc1ccccc1 (centres undefined) | -4% | 0 | -6% | 3% | 6 | -5% | 0.0 | -5% | 18% |
| CCOC(=O)Cn1c(CN2CCN(C(=O)c3ccco3)CC2)nc2c1c(=O)n(C)c(=O)n2C | -8% | 7 | 0% | 2% | -1 | -1% | 0.1 | 6% | -14% |
| O=C(NC1CCCCCC1)c1ccc(CS(=O)c2cccc(Cl)c2)o1 (centres undefined) | 2% | · | -1% | -2% | -9 | -24% | -0.7 | 7% | 21% |
| Cc1ccccc1CCN(C(=O)Cn1nnc2ccccc21)C(C(=O)NCC1CCCO1)c1nc2ccccc2n1C (centres undefined) | -8% | · | -2% | -17% | -9 | -16% | · | 0% | -27% |
| CCN(C(=O)CSc1nc2nc(C)cc(C)n2n1)C1CCS(=O)(=O)C1 (centres undefined) | -7% | 20 | -1% | -3% | -9 | 1% | 0.3 | 1% | 28% |
| CCOC(=O)C(NC(=O)CC)C(O)c1cccc([N+](=O)[O-])c1 (centres undefined) | · | -15 | -3% | -15% | 0 | 2%[57.4 µM] | -2.7 | -1% | -15% |
| COc1ccc(C(=O)C(C)OC(=O)CNC(=O)C2CCCCC2)cc1 (centres undefined) | 8% | · | -3%&-3% | 3% | -7&-1 | 0% | · | 0%&0% | 10%&10% |

Only part of the results is shown. The share of hits here may be higher or lower than overall.
